Source: PubChem
CIT2 TOR yeast = modulators of TOR pathway CIT2-GFP in S. cerevisiae; S. cerevisiae CIT2-GFP strain, flow cytometry, 3 h; 100 means same as DMSO wells; GFP response vs DMSO, % at 10 µM; hit rate 0.065% among 320,000; AID 2029;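 active means GFP response relative to DMSO above a set limit, near the screen mean plus 3 SD, cut at about 150% in these data; inconclusive means Fewer than 70 cells measured for a yeast strain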;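 further: ratio of well median GFP fluorescence to mean of DMSO wells on the plate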
LAP4-GFP MLPCN = yeast TOR pathway LAP4-GFP modulation | AID 2023 | hit rate 0.34% among 320,000 | GFP response vs DMSO, % at 10 µM | S. cerevisiae LAP4-GFP multiplex, flow cytometry GFP, 3 h; median GFP as percent of DMSO wells;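 active means GFP response vs DMSO above a set limit, about the screen mean plus 3 SD, cut at about 150% in these data; inconclusive means under 70 cell events counted for the yeast strain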
GRK2 aptamer HTS = inhibitors of human GRK2 displacing RNA aptamer | inhibition of aptamer binding, % at 10 µM | hit rate 0.59% among 330,000 | P25098 | AID 488847 | bead flow cytometry, FAM-aptamer displacement from GRK2;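 active means inhibition of aptamer binding above 40%, roughly 3 SD of noise, on plates passing a quality check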;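 further: median bead fluorescence of bound FAM aptamer so fluorescent compounds give negative values; no value below 0 was filed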
MEP2 TOR yeast = yeast TOR pathway MEP2-GFP modulation. hit rate 0.51% among 330,000. S. cerevisiae MEP2-GFP strain, flow cytometry GFP, 3 h; 100% = DMSO control level. AID 2016. GFP response vs DMSO, % at 10 µM;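 active means GFP response versus DMSO above a set limit, roughly screen mean plus 3 SD, cut at about 180% in these data; inconclusive means fewer than 70 cells counted for a yeast strain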;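 further: median GFP fluorescence of the barcode-gated MEP2-GFP cells per well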
VLA-4 inh = inhibition in a human VLA-4 binding assay; P13612; hit rate 0.2% among 330,000; inhibition, % (about 7 µM as worked out from the volumes in the protocol); VLA-4 expressing cells, ligand binding flow cytometry; in the data active means inhibition above about 50%
Target sequence (P13612 whole entry, looked up): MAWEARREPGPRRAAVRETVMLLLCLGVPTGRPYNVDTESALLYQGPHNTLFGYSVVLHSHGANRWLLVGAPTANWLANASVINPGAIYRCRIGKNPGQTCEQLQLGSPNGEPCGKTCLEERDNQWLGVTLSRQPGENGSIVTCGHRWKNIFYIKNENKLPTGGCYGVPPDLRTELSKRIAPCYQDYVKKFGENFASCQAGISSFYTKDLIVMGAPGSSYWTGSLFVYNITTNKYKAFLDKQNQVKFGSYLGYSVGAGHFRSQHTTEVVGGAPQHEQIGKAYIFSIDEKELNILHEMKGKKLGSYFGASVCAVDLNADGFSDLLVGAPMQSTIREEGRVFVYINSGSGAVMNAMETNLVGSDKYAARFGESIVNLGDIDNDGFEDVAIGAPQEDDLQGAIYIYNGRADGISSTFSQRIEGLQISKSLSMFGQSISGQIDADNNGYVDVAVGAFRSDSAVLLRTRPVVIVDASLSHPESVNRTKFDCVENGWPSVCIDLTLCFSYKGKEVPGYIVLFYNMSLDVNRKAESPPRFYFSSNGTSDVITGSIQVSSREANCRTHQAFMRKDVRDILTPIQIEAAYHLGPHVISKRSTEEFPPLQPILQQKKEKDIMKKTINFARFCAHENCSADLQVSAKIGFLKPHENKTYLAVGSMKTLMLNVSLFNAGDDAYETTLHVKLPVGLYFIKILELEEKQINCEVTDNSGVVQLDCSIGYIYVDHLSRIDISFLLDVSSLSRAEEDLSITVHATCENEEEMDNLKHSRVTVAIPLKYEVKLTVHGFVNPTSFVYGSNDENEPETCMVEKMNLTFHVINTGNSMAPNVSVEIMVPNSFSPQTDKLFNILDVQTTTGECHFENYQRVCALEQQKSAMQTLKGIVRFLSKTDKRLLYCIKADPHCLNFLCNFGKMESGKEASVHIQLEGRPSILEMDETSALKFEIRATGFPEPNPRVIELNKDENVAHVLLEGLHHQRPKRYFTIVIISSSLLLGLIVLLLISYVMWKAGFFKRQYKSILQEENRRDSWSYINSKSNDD
JMJD2C inh = human JMJD2C demethylase inhibition. Q9H3R0. GST-JMJD2C(1-420) H3K9me3 demethylation, DELFIA europium. inhibition, % at 2.35 µM. hit rate 0.069% among 330,000. AID 2099;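 active means more than half of a compound's replicate wells show inhibition beyond 50%, single wells judged on their own value; inconclusive means some, but no more than half, of replicates pass 50% inhibition; inactive means no replicate passes 50% inhibition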;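 further: signal counts dimethyl H3K9 product captured on neutravidin plate; 0% = median of DMSO wells and 100% = 0.3 times that DMSO median; strong numbers were not always called active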
RPL19A TOR yeast = modulators of TOR pathway RPL19A-GFP in S. cerevisiae. S. cerevisiae RPL19A-GFP strain, flow cytometry, 3 h; stronger effect = lower value. percent response vs DMSO, % at 10 µM. hit rate 0.3% among 330,000. AID 2025;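 active means percent response vs DMSO below 50%; inconclusive means fewer than 70 events counted for the yeast strain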;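 further: median channel GFP fluorescence of the barcoded RPL19A-GFP strain; ratio of sample median GFP to plate DMSO average so 100% = DMSO; lower means less RPL19A-GFP as with rapamycin TOR inhibition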
AGP1-GFP MLPCN = modulators of TOR pathway AGP1-GFP in S. cerevisiae; GFP response vs DMSO, % at 10 µM; hit rate 0.02% among 320,000; S. cerevisiae AGP1-GFP multiplex flow cytometry, 3 h; GFP as percent of DMSO wells;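 active means GFP response relative to DMSO above a set limit, near screen average plus 3 SD, cut at about 150% in these data; inconclusive means fewer than 70 cells counted for the yeast strain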;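 further: median GFP channel fluorescence of the gated AGP1 strain per well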
* hit, by the source's call; ? = inconclusive; . = no result given; & = joins results of further samples; [ ] = another dose, or the depositor's remark. Rows were taken by chance; overall some 1.7% were active at least once.

The first five records, to show the layout:
| compound | CIT2 TOR yeast | LAP4-GFP MLPCN | GRK2 aptamer HTS | MEP2 TOR yeast | VLA-4 inh | JMJD2C inh | RPL19A TOR yeast | AGP1-GFP MLPCN |
| --- | --- | --- | --- | --- | --- | --- | --- | --- |
| O=C(CSc1nnc(-c2ccc(O)cc2)o1)Nc1ccccc1 | 91 | 85 | 1 | 107 | 9 | 13 | 101 | 101 |
| COc1ccc(C(c2nnnn2C2CCCCC2)N2CCN(c3ccccc3F)CC2)cc1 (stereo not drawn) | 87 | 97 | 0 | 100 | 2 | -4&-16 | 98 | 99 |
| [O-]/[N+](=C\C=C\c1ccccc1)c1ccccc1 | 97 | 99 | 3 | 106 | 15 | -10 | 103 | 93 |
| COc1ccccc1O | 106 | 106 | 1 | 94 | 8 | 0 | 103 | 94 |
| O=C(NC1CCCN(Cc2ccccc2F)C1)C1CCC1 (stereo not drawn) | 97 | 94 | 3 | 101 | 14 | 57 | 99 | 98 |

This part in full, previewed entries included:
| compound | CIT2 TOR yeast | LAP4-GFP MLPCN | GRK2 aptamer HTS | MEP2 TOR yeast | VLA-4 inh | JMJD2C inh | RPL19A TOR yeast | AGP1-GFP MLPCN |
| --- | --- | --- | --- | --- | --- | --- | --- | --- |
| O=C(CSc1nnc(-c2ccc(O)cc2)o1)Nc1ccccc1 | 91 | 85 | 1 | 107 | 9 | 13 | 101 | 101 |
| COc1ccc(C(c2nnnn2C2CCCCC2)N2CCN(c3ccccc3F)CC2)cc1 (stereo not drawn) | 87 | 97 | 0 | 100 | 2 | -4&-16 | 98 | 99 |
| [O-]/[N+](=C\C=C\c1ccccc1)c1ccccc1 | 97 | 99 | 3 | 106 | 15 | -10 | 103 | 93 |
| COc1ccccc1O | 106 | 106 | 1 | 94 | 8 | 0 | 103 | 94 |
| O=C(NC1CCCN(Cc2ccccc2F)C1)C1CCC1 (stereo not drawn) | 97 | 94 | 3 | 101 | 14 | 57 | 99 | 98 |
| COc1cc(-c2nc(S(=O)(=O)c3ccc(C)cc3)c(N3CCOCC3)o2)cc(OC)c1OC | 99 | 95 | 0 | 98 | 0 | 1 | 92 | 98 |
| COc1ccc(-c2cn3cc(C(F)(F)F)cc(Cl)c3n2)cc1 | 102 | 106 | 1 | 100 | -3 | 0 | 99 | 95 |
| CCOC(=O)C1=C(C)NC2=C(C(=O)c3ccccc32)C1c1ccc(O)cc1 (stereo not drawn) | 104 | 98 | 0 | 100 | 16 | 0 | 104 | 105 |
| COc1cccc(NC(=O)[C@H](Cc2c[nH]c3ccccc23)NC(=O)[C@@H]2Cc3ccccc3CN2)c1 | 96 | 98 | 0 | 109 | -26 | ? | 99 | 94 |
| Cc1nn(CCc2n[nH]c(=S)n2-c2ccc(F)cc2)c(C)c1[N+](=O)[O-] | 103 | 109 | 6 | 104 | . | 29 | 102 | 103 |
| O=C(Nc1ccc(N2CCOCC2)cc1)c1nc2ccccc2s1 | 97 | 119 | 1 | 107 | 6 | 28 | 101 | 109 |
| CC(=O)c1ccc(N2CCN(C(=S)Nc3ccc(Oc4ccccc4)cc3)CC2)cc1 | 95 | 107 | 0 | 103 | -3 | 6 | 111 | 112 |
| Cc1ccccc1NS(=O)(=O)c1cccc(C(=O)Nc2cccc(C(=O)O)c2)c1 | 99 | 86 | 3 | 95 | -3 | -30 | 102 | 101 |
| Cc1ccccc1OCC(=O)N(Cc1cccc(F)c1)C1CCS(=O)(=O)C1 (stereo not drawn) | 105 | 99 | 1 | 103 | 6 | 4 | 100 | 100 |
| O=C(CSc1nn(-c2ccc(F)cc2)c(=S)s1)NC(=O)NCc1ccco1 | 101 | 95 | 2 | 103 | -146 | 9 | 102 | 104 |
| COc1ccc(C(N)=O)c(OCC(=O)Nc2cc(C)on2)c1 | 105 | 98 | 0 | 101 | -7 | 3 | 102 | 106 |
| O=c1cc(-c2ccccc2)nc2n1Cc1ccccc1-2 | 108 | 116 | 1 | 102 | -4 | 0 | 100 | 87 |
| CN(CCCNC(=O)c1nn(C)c2c1CS(=O)(=O)c1ccccc1-2)Cc1ccccc1 | 99 | 107 | 0 | 100 | 1 | 1 | 97 | 102 |
| COc1ccccc1NC(=O)Nc1ccc(C(=O)N2CCCCC2)cc1 | 101 | 93 | 0 | 106 | 1 | 14 | 103 | 94 |
| CN1/C(=C/c2cccc[n+]2CCO)Sc2ccccc21 | 112 | 102 | 2 | 119 | -7 | -15 | 93 | 103 |
| O=C(CN1C(=O)c2ccccc2C1=O)NCc1ccccn1 | 97 | 94 | 0 | 103 | 1 | 3 | 99 | 99 |
| O=C(OC1CCOC1=O)c1ccc2ccccc2n1 (stereo not drawn) | 100 | 96 | 1 | 98 | -10 | 12 | 100 | 102 |
| COc1ccccc1-c1sc2ccccc2c1-c1ccc(Br)nc1 | 101 | 102 | 0 | 90 | -15 | -12 | 102 | 102 |
| O=C(COc1ccc(S(=O)(=O)N2CCOCC2)cc1)Nc1cccc([N+](=O)[O-])c1 | 104 | 94 | 21 | 95 | -11 | 0 | 102 | 103 |
| CCC(=O)Nc1cc(C(=O)NCC2CCCN2CC)c(OC)cc1N(C)C (stereo not drawn) | 104 | 100 | 2 | 112 | -3 | 2 | 96 | 98 |
| CCCCOC(=O)c1cc(Cl)c(O)c(OC)c1 | 99 | . | 2 | 100 | -2 | -2 | 98 | 94 |
| CCC(=O)NC(Nc1sc2c(c1C(=O)OC)CCCC2)(C(F)(F)F)C(F)(F)F | 102 | 101 | 0 | 96 | -6 | 3 | 96 | 97 |
| CCOc1ccccc1C(=O)N1CCC(n2nnc3cc(C)ccc32)CC1 | 102 | 101 | 2 | 106 | 1 | 2 | 98 | 105 |
| Cc1c(N2C(=O)/C(=C/c3cccc4ccccc34)SC2=S)c(=O)n(-c2ccccc2)n1C | 104 | 107 | 4 | 107 | 33 | 0 | 103 | 103 |
| Cc1ccc(S(=O)(=O)N2CCCCCC2)cc1[N+](=O)[O-] | 92 | 102 | 0 | 96 | 12 | -14 | 102 | 96 |

Following part.
| smiles | CIT2 TOR yeast | LAP4-GFP MLPCN | GRK2 aptamer HTS | MEP2 TOR yeast | VLA-4 inh | JMJD2C inh | RPL19A TOR yeast | AGP1-GFP MLPCN |
| --- | --- | --- | --- | --- | --- | --- | --- | --- |
| CCN1C(=O)[C@H]2[C@@H](c3ccc(C)cc3)N3C(=O)N(c4ccccc4)C(=O)[C@@]3(C)[C@H]2C1=O | 94 | 115 | 0 | 101 | -2 | -5 | 102 | 97 |
| C=CCn1c(SCC(=O)NC2CCCC2)nc2sc(C)cc2c1=O | 84 | 86 | 2 | 82 | 0 | -5 | 89 | 100 |
| O=C(Nc1ccc2c(c1)OCCO2)c1c[nH]c(=O)n(-c2ccc(F)c(Cl)c2)c1=O | 98[may fluoresce green] | 94[may fluoresce green] | 1 | 95[may fluoresce green] | -1 | -7 | 98[may fluoresce green] | 104[may fluoresce green] |
| COc1ccc(/C=N/NC(=S)Nc2ccccc2[N+](=O)[O-])cc1O | 104 | 106 | 3 | 100 | 24 | 1 | 102 | 101 |
| CC(C)CNC(=O)Cn1c(=O)c2c(ncn2CC(C)C)n(Cc2ccccc2)c1=O | 108 | 99 | 12 | 99 | -2 | 2 | 101 | 102 |
| O=C(Nc1ccccc1C(=O)N1CCOCC1)C1CCC(=O)N1C1CCCC1 (stereo not drawn) | 91 | 90 | 3 | 99 | -1 | 5 | 93 | 91 |
| O=C(COc1ccc(Cl)cc1)Nc1ccccc1C(=O)NCc1cccnc1 | 97 | 99 | 5 | 97 | -1 | 17 | 95 | 96 |
| O=C(NCc1ccccc1)C1C2C=CC3(CN(Cc4cccnc4)C(=O)C13)O2 (stereo not drawn) | 119 | 110 | 1 | 107 | 2 | -2 | 111 | 110 |
| O=C(c1cc(-c2ccccn2)nc2c(Cl)cccc12)N1CCN(C(=O)C2CCCO2)CC1 (stereo not drawn) | ? | ? | 2 | ? | 1 | -9 | ? | ? |
| Cc1nc(C)c(C(=O)N/N=C/c2ccco2)s1 | . | 96 | 0 | 98 | 6 | 28 | 91 | 94 |
| O=C(NCc1ccccc1)c1ccc(OC2CSC2)cc1 | 92 | 101 | 0 | 103 | 7 | -13 | 98 | 95 |
| O=C(O)CCSSCCC(=O)O | 89 | 101 | 0 | 94 | 10 | 5 | 96 | 101 |
| O=C(Nc1ccc(S(=O)(=O)N2CCOCC2)cc1)c1ccc([N+](=O)[O-])s1 | 97 | 110 | 0 | 107 | 3 | -8 | 105 | 117 |
| COCCNC(=O)c1c(N)sc2c1CCCC2 | 103 | 96 | 0 | 95 | -96 | 50* | 94 | 101 |
| O=C(N1CCCC1)C12CC3CC(CC(C3)C1)C2 | 79 | 108 | 0 | 91 | -3 | 18 | 90 | 90 |

A different layout for part of the listing above:
CIT2 TOR yeast | LAP4-GFP MLPCN | GRK2 aptamer HTS | MEP2 TOR yeast | VLA-4 inh | JMJD2C inh | RPL19A TOR yeast | AGP1-GFP MLPCN | SMILES
104 | 107 | 4 | 107 | 33 | 0 | 103 | 103 | Cc1c(N2C(=O)/C(=C/c3cccc4ccccc34)SC2=S)c(=O)n(-c2ccccc2)n1C
92 | 102 | 0 | 96 | 12 | -14 | 102 | 96 | Cc1ccc(S(=O)(=O)N2CCCCCC2)cc1[N+](=O)[O-]

Continued:
| smiles | CIT2 TOR yeast | LAP4-GFP MLPCN | GRK2 aptamer HTS | MEP2 TOR yeast | VLA-4 inh | JMJD2C inh | RPL19A TOR yeast | AGP1-GFP MLPCN |
| --- | --- | --- | --- | --- | --- | --- | --- | --- |
| COCCSc1nnc(NC(=O)C(C)(C)C)s1 | 92 | 97 | 0 | 100 | 9 | -22 | 98 | 97 |
| Cc1cc(NC(=O)CSc2nnnn2C)n(-c2ccccc2)n1 | 93 | 91 | 3 | 94 | -5 | 7 | 100 | 95 |
| COc1ccc2c(c1)CCc1c(C(=O)Nc3c(C)nn(Cc4ccccc4)c3C)noc1-2 | 100 | 100 | 0 | 105 | 25 | -33 | 102 | 103 |
| O=C(O)c1cccc2c1C(=O)N(C1CCCC1)C2 | 96 | 86 | 2 | 97 | -5 | 4 | 105 | 95 |
| O=C(Cn1cnc2ccccc2c1=O)NCCC(=O)Nc1ccccc1C(F)(F)F | 96 | 91 | 3 | 98 | 3 | -5 | 97 | 91 |
| Cc1cc(S(=O)(=O)N2CCOCC2)c(C)s1 | 100 | 102 | 1 | 95 | 15 | 2 | 95 | 97 |
| O=C(O)c1cccc(S(=O)(=O)NCCC(c2ccccc2)c2ccccc2)c1 | 90 | 101 | 4 | 100 | 1 | 8 | 100 | 99 |
| CCn1cc(C(C)NC(=O)Nc2ccc3c(c2)OCO3)c(C)n1 (stereo not drawn) | 86 | 99 | 1 | 89 | 2 | 5 | 98 | 101 |
| COc1ncnc2c1oc1nc(C(C)C)c3c(c12)CC(C)(C)OC3 | . | 89[may fluoresce violet] | 0 | 531*[may fluoresce violet] | -3 | 16 | 44*[may fluoresce violet] | 28[may fluoresce violet] |
| Cc1nc(-c2ccccc2)c(Cc2ccccc2O)c(=O)[nH]1 | 104 | 96 | 2 | 109 | 6 | -1 | 103 | 102 |
| COc1ccc(/C(C)=N/NC(=O)CNC(=O)c2cccs2)cc1 | 91 | 101 | 1 | 99 | 4 | -4 | 96 | 95 |
| Cc1ccc(NC(=O)C(=O)NC(C)C2COc3ccccc3O2)cc1 (stereo not drawn) | 100 | 109 | 0 | 102 | 1 | -8 | 100 | 95 |
